Compound activity: PubChem, several laboratories
TAAR1 ag = human TAAR1 agonists, primary screen, Fluo-8 calcium fluorescence, CHO RD-HGA16 cells. Trace amine-associated receptor 1 (Homo sapiens), Q96RJ0. vehicle wells 0%, saturating PEA agonist 100%. activation, % at 3 µM. 360,000 compounds, 0.99% hits. AID 624467, 2012;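 active means activation above the mean activation of all test compounds in the run plus 3 SD, cut at about 38% in these data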
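Test system: RD-HGA16 (CHO) cells co-expressing Gα16 and hTAAR1 / Benchmarks: DMSO vehicle as 0%, PEA at EC100 as 100% / Repeats: no replicates (n 1) / Measure: % activation from peak over basal fluorescence ratio, DMSO-to-PEA scaled / Timing: 17-24 h plating, Fluo-8 75 min 37 °C, 30 min RT / Technique: kinetic Fluo-8 calcium fluorescence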
CRFBP-R2 block = antagonists of CRF-BP/CRF-R2 complex, primary screen, cell-based, HEK293, calcium dye fluorescence, uHTS; 350,000 compounds, 0.59% hits; AID 588475, 2011; CRF-induced calcium fluorescence; inhibition, % at 11.8 µM;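 active means inhibition of the ligand-induced calcium signal above about 50% at the single tested concentration, limit read from the data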
M1 PAM parental = nonselective calcium activators in parental CHO-K1 cells, primary screen, counter-screen for M1 PAM project, cell-based, Fluo-8 calcium fluorescence, full deck, 1536-well; ATP EC20; 0% at ATP EC20, 100% at ATP max; activation, % at 3 µM; 360,000 compounds, 0.02% hits;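 active means activation above the run cutoff, the mean activation of all test compounds plus 3 SD, cut at about 40% in these data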;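 further: peak over basal fluorescence ratio in a 140 s read after ATP addition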
M5 antag = human M5 muscarinic receptor antagonists, primary screen, CHO cells, Fluo-8 calcium fluorescence. 360,000 compounds, 0.59% hits. inhibition, % at 3 µM. AID 624040, 2012. CHO-hM5 cells, ACh EC80;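 active means inhibition above a per-plate cutoff, the mean of that plate's test compounds plus 3 SD, cut at about 27% in these data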;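 further: 0% = acetylcholine EC80 with DMSO and 100% = DMSO without agonist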
Target sequence (P08912 whole entry, looked up): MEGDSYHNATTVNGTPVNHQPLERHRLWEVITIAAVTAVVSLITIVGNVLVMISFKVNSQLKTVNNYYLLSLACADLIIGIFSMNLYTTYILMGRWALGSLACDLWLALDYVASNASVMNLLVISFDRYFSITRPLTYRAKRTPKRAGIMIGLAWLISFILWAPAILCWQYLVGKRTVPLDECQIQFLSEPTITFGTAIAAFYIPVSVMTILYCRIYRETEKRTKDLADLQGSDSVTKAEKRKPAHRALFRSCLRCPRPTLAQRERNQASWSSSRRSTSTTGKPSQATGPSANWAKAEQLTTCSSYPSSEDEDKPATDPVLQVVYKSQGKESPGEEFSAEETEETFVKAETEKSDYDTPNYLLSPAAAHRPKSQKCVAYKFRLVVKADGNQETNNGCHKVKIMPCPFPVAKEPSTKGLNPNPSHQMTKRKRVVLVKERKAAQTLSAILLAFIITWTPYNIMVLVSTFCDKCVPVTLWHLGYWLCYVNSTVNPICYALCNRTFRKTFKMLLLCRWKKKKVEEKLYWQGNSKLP
M4 PAM = human M4 muscarinic receptor positive allosteric modulators, primary screen, CHO-K1 cells, Fluo-8 calcium fluorescence | Muscarinic acetylcholine receptor M4 (Homo sapiens), P08173 | CHO-K1 hM4/Gqi5, ACh EC20; 0% = ACh EC20, 100% = maximal ACh | activation, % at 3 µM | 360,000 compounds, 0.4% hits;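 active means activation above its plate's cutoff, the mean activation of sample wells plus 3 SD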; further: some results filed as inactive read as strong as hits
Target sequence (P08173 whole entry, looked up): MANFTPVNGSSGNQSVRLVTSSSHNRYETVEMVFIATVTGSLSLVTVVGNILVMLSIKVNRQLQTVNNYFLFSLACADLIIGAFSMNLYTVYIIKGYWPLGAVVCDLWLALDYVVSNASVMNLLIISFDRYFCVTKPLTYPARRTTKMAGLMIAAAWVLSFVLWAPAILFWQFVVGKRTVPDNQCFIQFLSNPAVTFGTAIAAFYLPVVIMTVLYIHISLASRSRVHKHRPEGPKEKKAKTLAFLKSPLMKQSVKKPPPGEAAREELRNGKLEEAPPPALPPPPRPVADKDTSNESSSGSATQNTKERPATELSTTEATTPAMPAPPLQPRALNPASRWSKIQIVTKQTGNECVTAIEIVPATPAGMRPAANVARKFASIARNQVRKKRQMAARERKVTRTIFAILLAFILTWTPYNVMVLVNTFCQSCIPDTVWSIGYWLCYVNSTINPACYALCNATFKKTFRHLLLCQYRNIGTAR
CRFR2-BP ag = agonists of CRF-BP/CRF-R2 complex, primary screen, cell-based, HEK293, calcium dye fluorescence, uHTS. CRF-binding protein / CRF receptor 2 complex (human). calcium dye fluorescence (FLIPR); percent of saturating CRF peptide response. activation, % at 13.2 µM. 350,000 compounds, 0.46% hits;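 active means activation of at least 50%, plus an integration ratio under a set limit after plate pattern correction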;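 further: plate controls were neutral control wells without compound for no effect and CRF at EC100 for full effect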
M5 PAM = human M5 muscarinic receptor positive allosteric modulators, primary screen, CHO-K1 cells, Fluo-8 calcium fluorescence; CHO-K1 hM5, ACh EC20 PAM; 0% = ACh EC20, 100% = ACh EC100; activation, % at 3 µM; 360,000 compounds, 0.3% hits; AID 624038, 2012;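 active means activation above the run cutoff, the mean activation of all test compounds plus 3 SD, cut at about 18% in these data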
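Assay system – human M5 receptor in CHO-K1 cells · Read-out – % activation, ACh-normalized · Technique – Fluo-8 calcium fluorescence · Dosing – single-point, 3 µM nominal · Incubation – Fluo-8 loading 80 min at 37 °C plus 30 min room temperature · Repeats – singlicate, one well per test compound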
TAAR1 antag = human TAAR1 antagonists, primary screen, Fluo-8 calcium fluorescence, CHO RD-HGA16 cells; Trace amine-associated receptor 1 (Homo sapiens), Q96RJ0; antagonist; inhibition, % at 3 µM; 360,000 compounds, 1.5% hits;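 active means inhibition above a per-plate cutoff, the mean inhibition of test compounds on that plate plus 3 SD, cut at about 49% in these data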;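 further: 0% = DMSO plus EC80 beta-PEA response and 100% = DMSO alone without agonist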
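Assay system: CHO-derived RD-HGA16 cells stably expressing human TAAR1 plus Gα16. Timing: 140 s kinetic read after compound, 140 s after agonist. Technique: kinetic Fluo-8 calcium fluorescence measurement. Measure: % inhibition of agonist calcium response.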
M5 ag = human M5 muscarinic receptor agonists, primary screen, CHO-K1 cells, Fluo-8 calcium fluorescence; CHO-K1 hM5 cells; 0% DMSO wells, 100% maximal acetylcholine response; 360,000 compounds, 0.19% hits; Muscarinic acetylcholine receptor M5 (Homo sapiens), P08912; activation, % at 3 µM;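 active means activation above the run's mean over test compounds plus 3 SD, cut at about 23% in these data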;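 further: signal is peak over basal fluorescence ratio across the kinetic read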
Numbers without * were called inactive; . = not tested or not shown.

Molecule	TAAR1 ag	CRFBP-R2 block	M1 PAM parental	M5 antag	M4 PAM	CRFR2-BP ag	M5 PAM	TAAR1 antag	M5 ag
N#Cc1ccccc1NC(=S)NC(=O)C1CCC1	0.3	5.6	-4.3	-1.1	5.2	-1.6	6.9	-8.1	-4.2
CC(C(=O)Nc1ccc2[nH]c(=O)[nH]c2c1)N1CCN(Cc2ccc3c(c2)OCO3)CC1 (stereo unspecified)	6.8	0.3	19.0	11.0	-0.9	-1.0	-4.5	-17.4	-0.6
O=C(CC1C(=O)NCCN1Cc1ccc(F)cc1)NCCOc1cccnc1 (stereo unspecified)	1.3	-3.6	22.3	-3.0	13.3	4.1	4.8	0.6	2.4
CC(C)Cn1c(SCC(=O)NCCCN2CCCC2=O)nc2ccccc21	0.7	-7.3	9.1	3.1	10.2	1.8	-2.7	0.3	0.6
Oc1c(Cl)cc(Cl)cc1/C=N/Nc1ncc(Br)cn1	2.3	-8.7	18.0	-13.5	4.5	-0.6	2.1	38.6	-1.4
CCC(C)NC(=O)/C=C/c1cccs1 (stereo unspecified)	-1.2	15.6	22.9	2.0	4.5	-2.1	3.6	-8.9	-0.8
Cc1ccc2c(c1)c1nnc(SCC(=O)Nc3ccc(N(C)C)cc3)nc1n2CC(=O)O	1.1	0.2	9.3	1.6	4.6	-2.0	-1.1	5.5	-2.6
CC(Oc1ccc2c(c1)oc(=O)c1ccccc12)C(=O)NCCCN1CCOCC1 (stereo unspecified)	1.8	-12.4	-0.5	8.3	-3.4	2.1	-2.9	-8.1	-0.8
O=C(O)c1cccc(N2C(=O)CSC2c2ccccc2)c1 (stereo unspecified)	2.6	4.4	2.8	-1.6	6.5	-1.1	5.3	1.2	0.2
COc1ccc(NC(=O)c2sc(=O)n(Cc3ccc(SC)cc3)c2C)cc1OC	3.9	.	13.8	0.3	-4.3	.	-13.5	35.6	2.6
CC(C)c1ccc(NC(=O)CSc2ncccc2C(=O)Oc2cccc([N+](=O)[O-])c2)cc1	-0.2	0.8	25.6	6.0	-1.4	0.1	-2.5	-8.4	-1.2
Cc1nn(Cc2ccc(Cl)c(Cl)c2)c(C)c1NC(=O)c1cc(-c2ccco2)on1	5.1	1.9	5.8	9.9	-12.6	0.1	-15.4	10.8	-0.8

Molecule	TAAR1 ag	CRFBP-R2 block	M1 PAM parental	M5 antag	M4 PAM	CRFR2-BP ag	M5 PAM	TAAR1 antag	M5 ag
CCOC(=O)N1CCN(C(=O)Cn2cnc3ccccc3c2=O)CC1	-0.7	72.2*	-10.0	12.2	0.0	-0.1	-7.4	-4.6	-2.1
O=C(CSc1nnc(CCCO)n1-c1ccccc1)NCCc1ccccc1	4.8	11.5	9.3	14.7	-0.3	-0.4	-5.4	-17.4	0.2
O=P(O)(CCc1ccccn1)CN1CCOCC1	3.4	-11.9	15.3	-6.5	6.2	-3.5	4.2	-16.1	2.5
CCN(c1ccccc1C)S(=O)(=O)c1nnc(NC(=O)c2ccco2)s1	1.7	-3.6	-18.1	-5.8	-2.1	1.3	1.6	-25.4	0.2
CCOC(=O)C1=CCN(S(=O)(=O)c2ccc(C)cc2)C1c1ccc(CC)cc1 (stereo unspecified)	2.8	.	-4.6	9.4	-4.0	.	-11.8	-23.2	-2.6
CC1CCN(C(=O)C(=O)Nc2sc3c(c2C(=O)O)CC(C)(C)OC3)CC1	2.3	13.9	4.2	-19.0	-0.8	-0.8	10.3	5.5	-1.4
CC(=O)N1CCc2cc(S(=O)(=O)N3CCCCC3C)ccc21 (stereo unspecified)	2.4	-6.4	-0.3	-7.1	4.9	0.7	3.3	-13.1	-0.9
COc1ccc(-n2nnc3c(SC(C(C)=O)C(=O)N(C)C)ncnc32)cc1 (stereo unspecified)	4.7	-6.8	-11.2	12.4	-4.5	-2.1	0.1	-16.5	0.0
CCCn1cc(S(=O)(=O)c2ccccc2)c(=O)c2cc(CC)ccc21	1.4	-11.4	-2.7	11.3	9.6	-2.2	-1.9	-6.8	-3.0
O=C(c1ccc(F)c(S(=O)(=O)N2CCOCC2)c1)N1CCN(c2ccc(F)cc2)CC1	0.7	1.0	11.0	7.4	6.8	-0.8	1.9	-1.6	1.3
CCNC(=O)c1ccc(NC(=O)CC2SC(N3CCCCC3)=NC2=O)cc1 (stereo unspecified)	-1.5	3.7	-9.7	5.8	11.9	0.3	-1.3	-9.5	2.4
O=C(N/N=C/c1ccccc1F)c1cccc2ccccc12	3.4	-8.1	0.5	0.7	-3.1	-2.2	-5.1	-16.7	-3.4

Molecule	TAAR1 ag	CRFBP-R2 block	M1 PAM parental	M5 antag	M4 PAM	CRFR2-BP ag	M5 PAM	TAAR1 antag	M5 ag
CC(O)c1nc2ccccc2n1CCCOc1ccccc1 (stereo unspecified)	4.1	-2.8	6.3	9.1	2.7	-0.3	-2.8	-2.8	3.0
CCOC(=O)CCn1nc(-c2ccccc2)cc1N	15.1	-24.5	21.2	-0.2	-1.3	0.2	3.2	6.1	-3.0
CC(C)=CCC/C(C)=C/CNC(=O)C[C@H]1C[C@H](C(=O)N2CCCCC2)[C@@]2(CCc3ccccc3)c3[nH]c4ccc(Cl)cc4c3CCN2C1=O	1.0	-0.1	-4.3	-5.5	6.2	-2.0	5.2	-13.1	1.7
Cc1ccc(S(=O)(=O)N2CCN(C(=O)COC(=O)CSc3cc(C)ccc3C)CC2)c(C)c1	2.5	-15.7	-22.3	8.5	6.4	36.3	3.1	15.1	-3.0
O=C(COc1ccccc1)Nc1nc(-c2ccc(S(=O)(=O)N3CCOCC3)cc2)cs1	20.3	-30.7	14.7	15.5	-13.0	-1.0	-43.1	55.4*	-1.4
Cc1cc(C)c(C#N)c(SCC(=O)Nc2nnc(-c3ccccc3)s2)n1	13.9	7.4	1.4	2.6	3.3	-0.7	-4.0	-5.8	-4.6
CC1(C)CC2(CCCN(CC(O)(c3ccccc3)c3ccccc3)C2)CCO1 (stereo unspecified)	-0.5	16.7	21.2	-1.2	-28.0	-3.7	-1.3	-29.2	-8.2
COc1ccccc1CNC(=O)/C=C/c1cc2c(cc1Br)OCO2	-1.3	20.6	12.3	-9.7	7.8	-2.7	0.8	4.3	-3.4
CN1CCN(c2nc3cc(C(F)(F)F)ccc3n3cccc23)CC1	61.8*	-46.8	14.3	-9.2	-5.2	3.1	-1.1	-6.4	2.5
Cc1ccc(CN2CCN(Cc3ccc(OCCO)cc3)CC2CCO)o1 (stereo unspecified)	5.0	18.8	-9.2	9.4	-4.2	1.9	-10.2	-13.1	-2.6
CCOC(=O)N1CCC(C(N)=O)CC1	5.6	4.6	8.9	-4.3	7.4	0.7	-0.9	8.4	-5.6
COc1ccccc1CNC(=O)CCS(=O)(=O)c1cccc2nonc12	7.0	-23.9	3.6	-6.3	-2.2	-0.1	3.9	-2.5	-7.2

Three entries picked at random from those above:
Molecule	TAAR1 ag	CRFBP-R2 block	M1 PAM parental	M5 antag	M4 PAM	CRFR2-BP ag	M5 PAM	TAAR1 antag	M5 ag
CC1(C)CC2(CCCN(CC(O)(c3ccccc3)c3ccccc3)C2)CCO1 (stereo unspecified)	-0.5	16.7	21.2	-1.2	-28.0	-3.7	-1.3	-29.2	-8.2
CCOC(=O)CCn1nc(-c2ccccc2)cc1N	15.1	-24.5	21.2	-0.2	-1.3	0.2	3.2	6.1	-3.0
O=C(COc1ccccc1)Nc1nc(-c2ccc(S(=O)(=O)N3CCOCC3)cc2)cs1	20.3	-30.7	14.7	15.5	-13.0	-1.0	-43.1	55.4*	-1.4

Next part.
Molecule	TAAR1 ag	CRFBP-R2 block	M1 PAM parental	M5 antag	M4 PAM	CRFR2-BP ag	M5 PAM	TAAR1 antag	M5 ag
CC(=O)c1ccc(NS(=O)(=O)c2cccc3cccnc23)cc1	0.7	-12.8	9.8	4.7	9.9	-0.5	-1.1	-11.7	0.5
Cc1nnc(NCc2ccco2)c2ccccc12	5.8	-7.0	-0.8	-0.7	3.4	1.2	2.8	-19.9	-2.7
CC(C)(C)c1csc(SCC(=O)Nc2ccc(Cl)cn2)n1	12.9	-10.2	10.0	-2.4	-9.9	-0.8	-4.1	21.7	-5.9
CC(Cc1n[nH]c(=S)n1N)c1ccccc1 (stereo unspecified)	1.2	-4.4	-1.2	7.0	-6.7	0.0	-9.8	2.1	0.0
COc1ccc(CCNC(=O)CN(C)S(=O)(=O)c2ccc(OC)cc2)cc1	3.4	-1.9	-9.6	13.1	-2.0	-1.3	1.0	25.8	-4.3
CC1CCCN(C(=O)c2ccc3c(=O)n(C4CCCC4)c(=S)[nH]c3c2)C1 (stereo unspecified)	-1.7	-45.2	-3.9	6.6	-1.0	4.7	-4.5	7.6	0.7
CCn1nc(C)c(CN2CCC(Oc3ccc(C(=O)N4CCCC4)cc3)CC2)c1C	0.7	5.5	-7.2	5.4	-6.7	-0.5	10.9	3.1	-5.3
CCOC(=O)Cc1cnc(NC(=O)c2ccccc2)s1	7.3	1.4	-0.4	3.0	-1.7	0.5	-3.0	0.3	5.0
CCC(C)NC(=S)Nc1ccc2nc(N3CCN(CC)CC3)cc(C)c2c1 (stereo unspecified)	2.6	-12.4	17.6	10.4	-19.4	-2.6	-0.5	4.4	-1.7

No enrichment for hits; any-hit rate near 4.2%.
